Screening data deposited in PubChem by The Scripps Research Institute Molecular Screening Center.
TLR4 MyD88 blk: blocks binding of human TLR4 to MyD88. O00206. Cell-based TLR4-MyD88 binding inhibition assay. inhibition, % at 10 µM. actives 0.06% (n = 16,000). AID 811; in the data active = inhibition above about 45%
Nox1 inhibitor: blocks human NADPH oxidase 1 activity. Q9Y5S8. HT29 cells, luminol chemiluminescence ROS. inhibition, % at 6.7 µM. actives 0.81% (n = 16,000)
OPRK1 antag MB: OPRK1 (human) antagonism, Maybridge screen; P41145; OPRK1 cells, antagonist mode, fluorescence readout; inhibition, % at 9 µM; actives 0.4% (n = 16,000); AID 652031; in the data active = inhibition above about 50%
Luminol counter: quenches luminol chemiluminescence in Nox1 counter-screen; HRP/luminol/H2O2 chemiluminescence counterscreen; inhibition, % at 6.7 µM; actives 0.4% (n = 16,000); AID 1823; also: reference of the scale not given here
S1P1 ag: S1P1 (human) receptor agonism; P21453; S1P1 agonist cell-based reporter assay; activation, % at 4.5 µM; actives 1.5% (n = 16,000); in the data active = activation above about 80%
Target sequence (P21453 whole entry, looked up): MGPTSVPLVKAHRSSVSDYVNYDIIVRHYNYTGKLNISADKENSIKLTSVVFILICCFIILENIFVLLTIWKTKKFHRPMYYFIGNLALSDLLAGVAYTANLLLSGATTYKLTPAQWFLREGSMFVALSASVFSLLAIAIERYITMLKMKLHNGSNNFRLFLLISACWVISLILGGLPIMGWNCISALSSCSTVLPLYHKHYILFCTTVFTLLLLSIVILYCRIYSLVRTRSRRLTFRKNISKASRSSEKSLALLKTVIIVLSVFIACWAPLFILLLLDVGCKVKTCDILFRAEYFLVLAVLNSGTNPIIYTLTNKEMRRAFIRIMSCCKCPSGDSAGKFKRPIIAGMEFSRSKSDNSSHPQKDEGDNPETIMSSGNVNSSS
rat GALR2 ag: activates the rat galanin receptor 2 | O08726 | cell-based GALR2 agonist screen | activation, % at 10 µM | actives 0.5% (n = 16,000); in the data active = activation above about 15%
PME-1 Maybridge: Maybridge compound blocking human PME-1; Q9Y570; recombinant PME-1, FP-Rh probe fluorescence polarization; inhibition, % at 9 µM; actives 0.5% (n = 16,000); in the data active = inhibition above about 30%
Target sequence (Q9Y570 whole entry, looked up): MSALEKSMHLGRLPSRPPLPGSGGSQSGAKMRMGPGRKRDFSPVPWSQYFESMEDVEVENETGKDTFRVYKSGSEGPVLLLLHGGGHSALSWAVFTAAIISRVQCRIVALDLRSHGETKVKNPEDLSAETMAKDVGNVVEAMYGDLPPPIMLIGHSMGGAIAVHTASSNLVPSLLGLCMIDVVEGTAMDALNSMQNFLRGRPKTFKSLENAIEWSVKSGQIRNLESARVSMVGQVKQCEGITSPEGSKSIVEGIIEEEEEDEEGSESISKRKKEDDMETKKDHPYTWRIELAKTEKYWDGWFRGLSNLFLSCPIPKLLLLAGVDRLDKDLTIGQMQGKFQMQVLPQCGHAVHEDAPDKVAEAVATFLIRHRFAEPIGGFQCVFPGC
NOTCH agonist: agonists of NOTCH signaling. actives 0.4% (n = 15,000). NOTCH signaling luciferase reporter cells, luminescence. AID 434982. activation, % at 2.5 µM; in the data active = activation above about 2.2%
Numbers without * were called inactive. Rule as the data show it, unless noted: active = inhibition above about 75%; inactive = the rest. A portion of the library; the hit share may differ from the screen's.

CC(=O)NCCSCc1c(F)cccc1Cl was read as TLR4 MyD88 blk -1, Nox1 inhibitor -21, OPRK1 antag MB 7, Luminol counter 2, S1P1 ag 1, rat GALR2 ag -9, PME-1 Maybridge -1 and NOTCH agonist 0.2.
`COc1ccc(C(C)=O)cc1CSc1nnc(SCc2cc(C(C)=O)ccc2OC)s1` gave TLR4 MyD88 blk -3, Nox1 inhibitor -24, OPRK1 antag MB -26, Luminol counter 2, S1P1 ag -8, rat GALR2 ag -8, PME-1 Maybridge -3 and NOTCH agonist -0.5.
Cc1c(S(=O)(=O)c2ccc(Cl)cc2)csc1C(=O)Nc1ccc2c(c1)COCO2 was read as TLR4 MyD88 blk -2, Nox1 inhibitor -26, OPRK1 antag MB 8, Luminol counter 1, S1P1 ag 35, rat GALR2 ag -1, PME-1 Maybridge -4 and NOTCH agonist -0.5.
Screening COC(=O)c1cc(/C=N/NS(=O)(=O)c2ccc(C)cc2)cn1C returned TLR4 MyD88 blk -1, Nox1 inhibitor -39, OPRK1 antag MB -7, Luminol counter 50, S1P1 ag 0, rat GALR2 ag -7, PME-1 Maybridge -4 and NOTCH agonist -0.3.
`COC(=O)c1sccc1-c1ccc(C=Nc2ccc(Cl)cc2)o1` gave TLR4 MyD88 blk -12, Nox1 inhibitor -29, OPRK1 antag MB 0, Luminol counter 0, S1P1 ag -8, rat GALR2 ag 0, PME-1 Maybridge -1 and NOTCH agonist 0.1.
Screening S=C1N2CCN=C2SC2=NCCN12 returned TLR4 MyD88 blk -11, Nox1 inhibitor -2, OPRK1 antag MB 4, Luminol counter -4, S1P1 ag -13, rat GALR2 ag -5, PME-1 Maybridge 4 and NOTCH agonist -0.4.
CCOC(=O)CNC(=S)Nc1ccccc1N was read as TLR4 MyD88 blk 15, Nox1 inhibitor -105, OPRK1 antag MB 13, Luminol counter 22, S1P1 ag -1, rat GALR2 ag -11 and PME-1 Maybridge 1.
`O=C(NNc1c([N+](=O)[O-])cc(C(F)(F)F)cc1[N+](=O)[O-])c1ccco1` gave TLR4 MyD88 blk 11, Nox1 inhibitor 89*, OPRK1 antag MB -3, Luminol counter 0, S1P1 ag 32, rat GALR2 ag -8, PME-1 Maybridge 2 and NOTCH agonist -0.9.
For O=c1c(-c2ccccc2)c(O)c2cccc3c4c(n1c23)CCCC4 the results were TLR4 MyD88 blk -2, Nox1 inhibitor 11, OPRK1 antag MB -5, Luminol counter 9, S1P1 ag -10, rat GALR2 ag -4, PME-1 Maybridge 6 and NOTCH agonist 0.2.
Screening CC(C)(C)c1ccc(NC(=O)N2CCN(CCN3CCOCC3)CC2)cc1 returned TLR4 MyD88 blk 16, Nox1 inhibitor -32, OPRK1 antag MB 8, Luminol counter 1, S1P1 ag 11, rat GALR2 ag -5, PME-1 Maybridge -3 and NOTCH agonist -0.3.
`CCOC(=O)c1ccc(NC)c(N)c1` gave TLR4 MyD88 blk -10, Nox1 inhibitor 44, OPRK1 antag MB -12, Luminol counter 13, S1P1 ag -2, rat GALR2 ag -7, PME-1 Maybridge 6 and NOTCH agonist -0.8.
For CC(=O)/C(=C\N(C)C)c1ncccc1[N+](=O)[O-] the results were TLR4 MyD88 blk -3, Nox1 inhibitor -3, OPRK1 antag MB -7, Luminol counter -1, S1P1 ag 5, rat GALR2 ag -6, PME-1 Maybridge 0 and NOTCH agonist 0.0.

The list goes on; the last 2 above are carried over.
`CCOC(=O)c1ccc(NC)c(N)c1` gave TLR4 MyD88 blk -10, Nox1 inhibitor 44, OPRK1 antag MB -12, Luminol counter 13, S1P1 ag -2, rat GALR2 ag -7, PME-1 Maybridge 6 and NOTCH agonist -0.8.
For CC(=O)/C(=C\N(C)C)c1ncccc1[N+](=O)[O-] the results were TLR4 MyD88 blk -3, Nox1 inhibitor -3, OPRK1 antag MB -7, Luminol counter -1, S1P1 ag 5, rat GALR2 ag -6, PME-1 Maybridge 0 and NOTCH agonist 0.0.
For Clc1ccc(Sc2c(Cl)cncc2Cl)cc1 the results were TLR4 MyD88 blk -5, Nox1 inhibitor -62, OPRK1 antag MB 12, Luminol counter -2, S1P1 ag -10, rat GALR2 ag -7, PME-1 Maybridge 1 and NOTCH agonist -0.5.
c1cc(CSc2nc3ccccc3[nH]2)nc(CSc2nc3ccccc3[nH]2)c1 was read as TLR4 MyD88 blk -5, Nox1 inhibitor -19, OPRK1 antag MB -2, Luminol counter 3, S1P1 ag 79, rat GALR2 ag -2, PME-1 Maybridge -4 and NOTCH agonist -0.3.
Cc1ccccc1NC(=S)N1CCCCC1C (centres undefined) was read as TLR4 MyD88 blk 0, Nox1 inhibitor 12, OPRK1 antag MB 13, Luminol counter -10, S1P1 ag 14, rat GALR2 ag -1, PME-1 Maybridge 9 and NOTCH agonist 0.1.
For CC(=O)Nc1ccc([N+](=O)[O-])c(C(=O)O)c1 the results were TLR4 MyD88 blk 1, Nox1 inhibitor 9, OPRK1 antag MB 3, Luminol counter 0, S1P1 ag -1, rat GALR2 ag -7, PME-1 Maybridge -2 and NOTCH agonist 0.1.
For Cc1noc(C)c1C(=O)N1CCN(c2ncc(C(F)(F)F)cc2Cl)CC1 the results were TLR4 MyD88 blk 4, Nox1 inhibitor -13, OPRK1 antag MB 11, Luminol counter -4, S1P1 ag -1, rat GALR2 ag -6, PME-1 Maybridge 2 and NOTCH agonist 0.0.
For CC1(C)C=Cc2cc(-c3noc(-c4ccccc4)n3)ccc2O1 the results were TLR4 MyD88 blk 8, Nox1 inhibitor -39, OPRK1 antag MB 14, Luminol counter -1, S1P1 ag 96*, rat GALR2 ag -6, PME-1 Maybridge -23 and NOTCH agonist 0.2.
For COC(=O)c1ccc(/C=N/NC(N)=S)n1-c1ccc(F)cc1 the results were TLR4 MyD88 blk -9, Nox1 inhibitor -10, OPRK1 antag MB 10, Luminol counter -1, S1P1 ag -11, rat GALR2 ag -4, PME-1 Maybridge 3 and NOTCH agonist -0.9.
Screening Cc1nnsc1C(=O)N/N=C/c1ccccc1Cl returned TLR4 MyD88 blk -4, Nox1 inhibitor 27, OPRK1 antag MB -1, Luminol counter -3, S1P1 ag -30, rat GALR2 ag -4 and PME-1 Maybridge -3.
For NS(=O)(=O)c1ccc(Sc2ccccc2)c([N+](=O)[O-])c1 the results were TLR4 MyD88 blk -1, Nox1 inhibitor -57, OPRK1 antag MB -17, Luminol counter 0, S1P1 ag -19, rat GALR2 ag -6, PME-1 Maybridge 6 and NOTCH agonist -1.1.
For C(=N\N=C\c1cccnc1)/c1cccnc1 the results were TLR4 MyD88 blk 5, Nox1 inhibitor -74, OPRK1 antag MB 21, Luminol counter 2, S1P1 ag 3, rat GALR2 ag -6, PME-1 Maybridge 13 and NOTCH agonist -0.4.
For COC(=O)c1sccc1Oc1ccc(Cl)cc1[N+](=O)[O-] the results were TLR4 MyD88 blk 4, Nox1 inhibitor -18, OPRK1 antag MB -18, Luminol counter 2, S1P1 ag 13, rat GALR2 ag -7, PME-1 Maybridge 2 and NOTCH agonist 0.5.
COc1ccc(/C(C)=N/Oc2ccc([N+](=O)[O-])cc2[N+](=O)[O-])cc1CN1CCOCC1 was read as TLR4 MyD88 blk 6, Nox1 inhibitor 11, OPRK1 antag MB 1, Luminol counter -3, S1P1 ag -8, rat GALR2 ag -2, PME-1 Maybridge 0 and NOTCH agonist -0.1.
For O=S(=O)(Oc1ccc(Cl)cc1)c1csc(C(F)(F)F)c1-c1ccccc1 the results were TLR4 MyD88 blk 3, Nox1 inhibitor -52, OPRK1 antag MB -25, Luminol counter 2, S1P1 ag -9, rat GALR2 ag -10, PME-1 Maybridge -8 and NOTCH agonist -0.5.
For Cc1cccc(C)c1NC(=O)CSc1c(Cl)cccc1[N+](=O)[O-] the results were TLR4 MyD88 blk -5, Nox1 inhibitor -44, OPRK1 antag MB 10, Luminol counter 1, S1P1 ag 13, rat GALR2 ag 0, PME-1 Maybridge -1 and NOTCH agonist -0.8.
`CC(C)(C)NC(=S)N/N=C/c1coc2c(Cl)cc(Cl)cc2c1=O` gave TLR4 MyD88 blk 3, Nox1 inhibitor 9, OPRK1 antag MB -19, Luminol counter -7, S1P1 ag 18, rat GALR2 ag -5, PME-1 Maybridge 9 and NOTCH agonist -0.5.
Nc1ncnc2sc3c(c12)CCCC3 was read as TLR4 MyD88 blk -13, Nox1 inhibitor -10, OPRK1 antag MB -6, Luminol counter -3, S1P1 ag 1, rat GALR2 ag -6, PME-1 Maybridge 6 and NOTCH agonist -0.3.
`c1ccc2c(c1)ncc1cccn12` gave TLR4 MyD88 blk 5, Nox1 inhibitor -19, OPRK1 antag MB 4, Luminol counter 4, S1P1 ag 30, rat GALR2 ag -5, PME-1 Maybridge -3 and NOTCH agonist 0.2.
`Cc1ccc2oc(=O)n(CCc3noc(-c4ccc(C(F)(F)F)nc4C)n3)c2c1` gave TLR4 MyD88 blk 0, Nox1 inhibitor -20, OPRK1 antag MB 5, Luminol counter -2, S1P1 ag -5, rat GALR2 ag -8, PME-1 Maybridge 0 and NOTCH agonist -0.5.
Screening O=C1NC(c2ccc([N+](=O)[O-])o2)Nc2sc3c(c21)CCCC3 (centres undefined) returned TLR4 MyD88 blk -21, Nox1 inhibitor -25, OPRK1 antag MB -1, Luminol counter 3, S1P1 ag -32, rat GALR2 ag -1, PME-1 Maybridge 3 and NOTCH agonist -0.8.
CCCCCCCCCO[C@@H]1O[C@H](CO)[C@@H](O)[C@H](O)[C@H]1O was read as TLR4 MyD88 blk 1, Nox1 inhibitor -22, OPRK1 antag MB -4, Luminol counter 0, S1P1 ag 0, rat GALR2 ag -3, PME-1 Maybridge 3 and NOTCH agonist -0.6.
Screening COC(=O)c1cc(S(=O)(=O)N2CCCC2)oc1C returned TLR4 MyD88 blk 11, Nox1 inhibitor -59, OPRK1 antag MB -12, Luminol counter 3, S1P1 ag -1, rat GALR2 ag -5, PME-1 Maybridge -4 and NOTCH agonist -0.3.
Cn1nc(C(F)(F)F)c(-c2ccc(Br)cc2)c1NC(=O)C1CCC1C(=O)O (centres undefined) was read as TLR4 MyD88 blk 7, Nox1 inhibitor -39, OPRK1 antag MB 2, Luminol counter 3, S1P1 ag 53, rat GALR2 ag -8, PME-1 Maybridge -3 and NOTCH agonist -0.5.
Screening N#Cc1sccc1Br returned TLR4 MyD88 blk 6, Nox1 inhibitor -36, OPRK1 antag MB 11, Luminol counter 1, S1P1 ag -2, rat GALR2 ag -7, PME-1 Maybridge 0 and NOTCH agonist -0.9.

In the list so far, these have two or more sulfur atoms:
`COc1ccc(C(C)=O)cc1CSc1nnc(SCc2cc(C(C)=O)ccc2OC)s1` gave TLR4 MyD88 blk -3, Nox1 inhibitor -24, OPRK1 antag MB -26, Luminol counter 2, S1P1 ag -8, rat GALR2 ag -8, PME-1 Maybridge -3 and NOTCH agonist -0.5.
Cc1c(S(=O)(=O)c2ccc(Cl)cc2)csc1C(=O)Nc1ccc2c(c1)COCO2 was read as TLR4 MyD88 blk -2, Nox1 inhibitor -26, OPRK1 antag MB 8, Luminol counter 1, S1P1 ag 35, rat GALR2 ag -1, PME-1 Maybridge -4 and NOTCH agonist -0.5.
Screening S=C1N2CCN=C2SC2=NCCN12 returned TLR4 MyD88 blk -11, Nox1 inhibitor -2, OPRK1 antag MB 4, Luminol counter -4, S1P1 ag -13, rat GALR2 ag -5, PME-1 Maybridge 4 and NOTCH agonist -0.4.
c1cc(CSc2nc3ccccc3[nH]2)nc(CSc2nc3ccccc3[nH]2)c1 was read as TLR4 MyD88 blk -5, Nox1 inhibitor -19, OPRK1 antag MB -2, Luminol counter 3, S1P1 ag 79, rat GALR2 ag -2, PME-1 Maybridge -4 and NOTCH agonist -0.3.
For NS(=O)(=O)c1ccc(Sc2ccccc2)c([N+](=O)[O-])c1 the results were TLR4 MyD88 blk -1, Nox1 inhibitor -57, OPRK1 antag MB -17, Luminol counter 0, S1P1 ag -19, rat GALR2 ag -6, PME-1 Maybridge 6 and NOTCH agonist -1.1.
For O=S(=O)(Oc1ccc(Cl)cc1)c1csc(C(F)(F)F)c1-c1ccccc1 the results were TLR4 MyD88 blk 3, Nox1 inhibitor -52, OPRK1 antag MB -25, Luminol counter 2, S1P1 ag -9, rat GALR2 ag -10, PME-1 Maybridge -8 and NOTCH agonist -0.5.
